Screening results from PubChem.
Hsp90 Hop PPI – changes Hsp90-Hop TPR2A binding signal, up or down | AlphaScreen TPR2A-His6 binding biotin-Hsp90 C-terminal peptide | Potency, µM (highest dose often 57 µM), inactives show top-dose activity change, negative = inhibition | 71,000 compounds, 0.44% hits | AID 595; active = well fitted curve in either direction with a large enough effect; inconclusive = small, poorly fitted or top-dose-only effect, or another doubt; note: potency is the fitted concentration of half-maximal effect; % is set by controls: 0 for no effect and ±100 for the full control effect; many of its hits are not listed in these tables
GFP derepression – epigenetic modulators derepressing GFP locus in mouse cells; mouse C127i GFP locus derepression, cytometry, 30 h; Potency, µM (series often up to 46.1 µM), for the others: top-dose GFP derepression (activation); 68,000 compounds, 0.09% hits; AID 597; note: % of control where 0% means no effect
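Murine C127i mammary cells carrying a silenced, stably integrated CMV-driven GFP reporter were treated with compound for 30 hours at 37 C. After PBS washes, GFP-positive cells were counted by laser-scanning microplate cytometry.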
CRE Fsk mod – alters forskolin-stimulated CRE reporter signaling in CHO cells; CHO CRE-bla reporter (cAMP response element driving beta-lactamase), forskolin EC10, beta-lactamase ratio; Potency, µM (doses to about 38.2 µM), inactives show at the highest dose activity change, negative = inhibition, usual class: activators; 71,000 compounds, 2.5% hits; AID 662; active = well fitted activation curve with a large enough effect in the signal ratio, with a control signal flat, not every such curve was filed as active; inconclusive = small, poorly fitted or top-dose-only effect, or effect the other way, or a change in a side signal; the % refers to the signal ratio; note: potency is the fitted concentration of half-maximal effect; % of control where 0% means no effect
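CRE-bla CHO cells stimulated with EC10 NKH 477 (water-soluble forskolin) and compound titrations, 3 h at 37C; beta-lactamase read with CCF4 after 2 h at room temperature. Activity from 460/530 nm emission ratio, AC50 values for positive or negative modulation.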
BRCT inh green – inhibitors of human BRCA1 BRCT-phosphoprotein interaction (green fluorophore) | P38398 | BRCA1 BRCT-phosphopeptide binding, green fluorescence polarization | Potency, µM (top dose mostly 76.9 µM), inactives show top-dose activity change, negative = inhibition, most hits filed as inhibitors | 75,000 compounds, 0.05% hits | AID 875;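 note: potency is the fitted concentration of half-maximal effect; plate controls were peptide without protein for full effect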
Target sequence (P38398 whole entry, looked up): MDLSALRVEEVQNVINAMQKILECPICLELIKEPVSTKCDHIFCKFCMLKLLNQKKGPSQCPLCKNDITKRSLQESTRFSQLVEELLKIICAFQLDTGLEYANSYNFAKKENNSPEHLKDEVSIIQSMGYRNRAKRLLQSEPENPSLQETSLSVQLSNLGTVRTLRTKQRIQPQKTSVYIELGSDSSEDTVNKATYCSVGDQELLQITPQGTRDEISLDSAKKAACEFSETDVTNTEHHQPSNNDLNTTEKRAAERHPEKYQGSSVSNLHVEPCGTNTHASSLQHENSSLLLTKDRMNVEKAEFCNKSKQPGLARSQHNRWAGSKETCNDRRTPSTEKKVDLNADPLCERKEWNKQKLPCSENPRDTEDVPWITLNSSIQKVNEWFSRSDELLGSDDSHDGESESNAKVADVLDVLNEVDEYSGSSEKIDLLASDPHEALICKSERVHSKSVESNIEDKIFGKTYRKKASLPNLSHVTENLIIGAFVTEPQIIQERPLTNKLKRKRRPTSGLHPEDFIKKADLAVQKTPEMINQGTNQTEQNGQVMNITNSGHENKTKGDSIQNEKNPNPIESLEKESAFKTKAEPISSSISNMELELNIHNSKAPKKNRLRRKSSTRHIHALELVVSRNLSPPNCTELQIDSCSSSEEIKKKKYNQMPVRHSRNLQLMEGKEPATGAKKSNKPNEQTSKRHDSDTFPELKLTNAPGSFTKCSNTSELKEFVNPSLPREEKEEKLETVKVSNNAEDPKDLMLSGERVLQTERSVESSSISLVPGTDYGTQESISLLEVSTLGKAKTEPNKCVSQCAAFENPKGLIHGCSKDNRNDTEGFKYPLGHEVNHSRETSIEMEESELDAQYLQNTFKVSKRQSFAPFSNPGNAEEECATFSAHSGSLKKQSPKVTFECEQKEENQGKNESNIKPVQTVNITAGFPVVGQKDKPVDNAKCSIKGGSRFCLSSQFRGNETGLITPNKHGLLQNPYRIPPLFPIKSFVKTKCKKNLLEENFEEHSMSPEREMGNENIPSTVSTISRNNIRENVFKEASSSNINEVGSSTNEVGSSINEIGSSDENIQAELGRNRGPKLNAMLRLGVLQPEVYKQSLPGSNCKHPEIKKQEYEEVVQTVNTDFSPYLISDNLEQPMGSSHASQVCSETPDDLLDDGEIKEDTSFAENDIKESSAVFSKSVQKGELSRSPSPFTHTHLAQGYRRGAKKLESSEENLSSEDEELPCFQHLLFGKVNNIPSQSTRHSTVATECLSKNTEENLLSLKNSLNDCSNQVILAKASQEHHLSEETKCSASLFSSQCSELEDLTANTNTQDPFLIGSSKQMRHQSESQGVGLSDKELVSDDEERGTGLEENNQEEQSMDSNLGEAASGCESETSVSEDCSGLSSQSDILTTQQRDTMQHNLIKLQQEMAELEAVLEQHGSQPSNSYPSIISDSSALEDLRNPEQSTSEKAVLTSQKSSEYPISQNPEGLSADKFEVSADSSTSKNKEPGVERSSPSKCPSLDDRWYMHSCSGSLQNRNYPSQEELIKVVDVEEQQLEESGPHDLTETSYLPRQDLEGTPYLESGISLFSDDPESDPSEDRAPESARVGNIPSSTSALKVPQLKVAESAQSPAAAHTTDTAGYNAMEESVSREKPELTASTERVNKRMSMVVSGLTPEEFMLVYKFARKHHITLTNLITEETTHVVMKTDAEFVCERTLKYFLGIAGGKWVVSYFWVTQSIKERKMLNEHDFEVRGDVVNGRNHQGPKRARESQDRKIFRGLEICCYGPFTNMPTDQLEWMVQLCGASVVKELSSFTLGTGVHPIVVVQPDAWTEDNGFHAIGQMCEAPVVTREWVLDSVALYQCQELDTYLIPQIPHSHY
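Fluorescence polarization: His-tagged BRCT (~35 kDa BRCA1 C-terminus, 250 nM) bound to 100 nM fluorescein-labeled phosphorylated 10-aa BACH1 peptide, pH 7.3 phosphate buffer with DTT and Tween 20. Compounds incubated 12 min at room temperature; inhibition read as lowered polarization.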
Ub-GFP proteasome – proteasome inhibitors stabilizing ubiquitin-GFP reporter; Ubiquitin-GFP reporter cells, proteasome inhibition, GFP fluorescence; response scale: untreated = 0%, 10 µM MG-132 = 100%; Potency, µM (top dose mostly 45.9 µM), for inactives: at the highest dose activation (GFP accumulation), most hits filed as activators; 67,000 tested, under 10 active; AID 526; active = well fitted activation curve with a large enough effect, not every such curve was filed as active; inconclusive = small, poorly fitted or top-dose-only effect, or another doubt; inactive = no such curve, though single readings can be large or run the other way; note: potency is the fitted concentration of half-maximal effect
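U2OS cells expressing ubiquitin(G76V)-GFP, seeded overnight in 0.5% FBS medium, then treated 4 hr at 37 C across 46 uM to 2.9 nM. GFP-positive cells counted by laser cytometry (488 ex/515 em); %activity scaled between basal and 10 uM MG-132.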
Pol III holo inh – blocks replication by bacterial DNA polymerase III holoenzyme. 71,000 compounds, 0.25% hits. reconstituted DNA polymerase III holoenzyme replication, biochemical. Potency, µM (titrated, usually from 57.1 µM), for the others: at the highest dose activity change, negative = inhibition; note: potency is the fitted concentration of half-maximal effect; % is set by controls: 0 for no effect and ±100 for the full control effect
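Reconstituted *E. coli* holoenzyme (0.35 nM Pol III, 1 nM beta, 154 nM SSB, 2 nM primase) was preincubated with compound for 15 min at RT. Synthesis on 1.4 nM ssM13Gori ran 35 min, then was stopped with PicoGreen/EDTA and read as dsDNA fluorescence.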
A350 autofl – compounds fluorescent in Alexa 350 spectral region; max dye-equivalent concentration, M; Compound autofluorescence, 340/450 nm, Alexa 350 dye-equivalents; active compounds read high; 59,000 compounds, 11% hits; in the data active = max dye-equivalent concentration above about 10 nM; inconclusive = mostly about 1.1 nM to 9.6 nM
BRCT PPI red – inhibitors of human BRCA1 BRCT-phosphoprotein interaction (red fluorophore) | AID 892 | Potency, µM (titrated, usually from 76.9 µM), for inactives: at the top dose activity change, negative = inhibition, usual class: inhibitors | P38398 | BRCT-phosphopeptide binding, red fluorescence polarization | 75,000 compounds, 0.03% hits; note: % is set by controls: 0 for no effect and ±100 for the full control effect
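Rhodamine-labelled pBACH1 10-mer (100 nM) bound to BRCT domain (100 nM) at pH 7.3; compounds incubated 12 min room temperature, polarization read. Free peptide defines full inhibition; unlabelled decapeptide titrated as control.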
HBB splicing – alters splicing of the hemoglobin beta chain | 65,000 compounds, 0.06% hits | HBB splicing reporter cell assay, activation; EGFP reporter with mutant IVS2-654 intron; response scale: normalised to 500 nM splice-correcting PNA | Potency, µM (series often up to 46.1 µM), for the others: top-dose activation, usual class: activators; note: potency is the fitted concentration of half-maximal effect; 0% is about no effect
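Compounds were applied for 2 days to HeLa EGFP-654 cells, 500/well in Optimem with 2% FCS. The reporter's EGFP is disrupted by mis-splicing of beta-globin intron IVS2-654. Readout: summed well GFP fluorescence from 488 nm laser scanning; reference was 500 nM antisense […] 654 PNA.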
15-hLO inh – blocks human 15-lipoxygenase activity; 74,000 compounds, 1.4% hits; P16050; AID 887; Potency, µM (top dose mostly 57.1 µM), for the others: at the highest dose activity change, negative = inhibition, actives largely listed as inhibitors; purified 15hLO-1, xylenol orange hydroperoxide absorbance; note: potency is the fitted concentration of half-maximal effect; % is set by controls: 0 for no effect and ±100 for the full control effect; nearly all actives have a fitted effect of over 55% in size
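Readout: Fe(III)-xylenol orange absorbance, 573-to-405 nm ratio as reaction progress. Enzyme 40 nM purified human 15hLO-1, substrate 50 uM arachidonic acid, 6 min RT after 15 min compound preincubation; Hepes pH 7.5 buffer with Triton X-100.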
4MU fluor – compounds fluorescent in 4-MU spectral region | compound autofluorescence, 340/450 nm, 4-MU equivalents; active compounds read high | max dye-equivalent concentration, M | 59,000 compounds, 11% hits | AID 589; in the data active = max dye-equivalent concentration above about 10 nM; inconclusive = mostly about 1.1 nM to 9.6 nM
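Intrinsic fluorescence at 340/450 nm (ex/em) was read after 15 min at room temperature in pH 8.0, 100 mM Tris. Each compound concentration expressed as 4-MU-equivalent concentration from a six-point 4-MU standard series on each plate.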
An asterisk follows results filed as active; i = inactive; u = inconclusive; x = not tested or not shown; & = joins results of further samples; ! = repeats disagree; [ ] = dose if it differs, or a comment. Unless noted, calls come from the whole dose curve; as a rule, active = well fitted curve in the direction sought with a large enough effect; inconclusive = small, poorly fitted or top-dose-only effect, or another doubt; inactive = no such curve, though single readings can be large; an effect the other way counts as inactive or inconclusive.

Structure	4MU fluor	Hsp90 Hop PPI	Pol III holo inh	BRCT PPI red	A350 autofl	HBB splicing	CRE Fsk mod	15-hLO inh	GFP derepression	Ub-GFP proteasome	BRCT inh green
COC(=O)c1c(C)[nH]c(C(=O)COC(=O)Cc2ccc3c(c2)OCCO3)c1C	i	-2.2%	-6.5%	-1.5%	i	-2.4%	5.0%	-11.4%	-2.3%	0.9%	2.5%
COc1ccc(/C(O)=C2\C(=O)C(=O)N(CCN(C)C)C2c2cc(OC)c(OC)c(OC)c2)c(C)c1 (configuration not stated)	i	-1.0%	-4.5%	-0.1%	i	0.1%[57.5 µM]	-0.1%	11.0%	-3.3%	1.4%	-1.9%
CN(C)CCNC(=O)Cn1nc(-c2ccc(Cl)cc2)ccc1=O	i	-6.8%	-4.6%	0.2%	u	-5.3%[0.369 µM]	7.9%	7.7%	4.3%	-7.4%	0.0%
CC1(C)Cc2ccccc2-c2nnnn21	x	-1.3%	8.9%	-0.6%	x	-0.7%[9.22 µM]	0.5%	6.9%	2.2%	4.2%	3.5%
Cc1ccsc1C(C(=O)NC1CCCCC1)N(C(=O)Cc1cccs1)C1CC1 (configuration not stated)	i	4.2%	-1.7%	-0.8%	i	0.0%	-0.8%	-2.3%	0.0%	2.4%	1.8%
COCCSc1ccccc1C(=O)NCC1CCCO1 (configuration not stated)	i	-3.3%	-3.6%	-0.3%	i	0.1%	13.1%	u	5.9%	28.8%	-0.2%
O=C(Nc1c(C(=O)NCc2ccco2)cnn1-c1ccccc1)c1cccc(F)c1	x	-6.0%	1.0%	-0.6%	x	-1.0%[9.22 µM]	-10.7%	2.9%	1.9%	5.6%	-1.1%
CC(=O)[C@@]1(N=Nc2ccc(S(N)(=O)=O)cc2)CCOC1=O	i	-1.7%[11 µM]	-12.2%[11.4 µM]	-0.1%[15.4 µM]	u	1.7%[9.22 µM]	1.9%[7.6 µM]	-5.1%[11.4 µM]	2.3%[9.22 µM]	-7.7%[9.17 µM]	0.1%[15.4 µM]
O=C(Nc1ccon1)c1cc(-c2ccccc2)nc2ccccc12	i	-2.2%	-0.7%	-0.3%	i	2.5%	u	-5.4%	1.7%	6.9%	1.5%
COc1ccc(OC)c(NC(=O)CN2CCC(C(=O)c3ccc(C)cc3)CC2)c1	i	-7.2%	-3.1%	-1.3%	i	0.5%[57.5 µM]	27.0%	-7.9%	0.4%	-4.3%	1.0%
c1ccc(Oc2cccc(CN3CCOCC3)c2)cc1	x	3.6%	2.0%	-1.7%	x	-1.0%	7.3%	3.3%	-1.8%	-10.2%	-2.2%
CC(=O)Nc1cccc(NC(=O)C2CCCN2C(=O)Nc2cccc(C)c2)c1 (configuration not stated)	i	-3.0%	-2.0%	0.4%	i	x	-8.7%	-5.2%	1.4%	0.0%	-1.1%
Cn1c(SCc2ccccc2)nnc1-c1ccc2c(c1)OCO2	i	-7.4%	-5.4%	-1.4%	i	-0.4%	5.9%	-1.4%	1.7%	3.1%	-0.8%
CCC(Sc1ncccc1C(=O)OCCN1CCCC1=O)C(=O)NCc1ccco1 (configuration not stated)	1.49e-08M*	-1.8%	-3.3%	0.9%	1.88e-08M*	0.1%[57.5 µM]	2.0%	8.7%	2.1%	4.7%	-1.5%
O=c1[nH]c(CN2CCN(Cc3ccc4c(c3)OCO4)CC2)nc2sc3c(c12)CCC3	i	-1.1%	6.2%	0.4%	i	0.0%[57.5 µM]	0.2%	2.0%	-1.0%	5.7%	-0.4%
COc1cc(C)c(Cl)cc1S(=O)(=O)N(C)C	i	-5.3%	-11.7%	-0.4%	i	-1.5%	-1.9%	4.5%	3.4%	-5.8%	-1.8%
CC1CCCC(NC(=O)c2cn(C)c3ccc(S(=O)(=O)N4CCCC4)cc3c2=O)C1C (configuration not stated)	i	-3.6%	-2.2%	-0.3%	i	-0.4%	-6.1%	-3.9%	-0.1%	4.2%	0.3%
O=C(CNC(=O)c1ccco1)NCCCc1ccccc1	i	-2.2%	3.8%	-2.4%	i	-0.3%[57.5 µM]	-4.6%	-2.7%	4.9%	1.0%	-0.5%
CC(C)N(Cc1nc(-c2ccccc2)no1)C(=O)c1ccc(Br)o1	i	-9.3%	0.0%	-0.9%	i	1.2%	-2.9%	-12.8%	0.0%	-1.6%	-2.0%
COC(=O)C1CCN(C(=O)COC(=O)Cn2cnnn2)CC1	i	-1.5%	-6.1%	-0.7%	i	-1.7%	2.3%	4.3%	-1.0%	4.1%	-0.3%
CCOc1ccc(N2C(=O)CC(/C=C3/N(C)c4ccccc4C3(C)C)C2=O)cc1 (configuration not stated)	i	-20.2%	-2.7%	1.7%	i	-0.8%	u	-25.3%	5.9%	-16.8%	10.1%
O=P(O)(c1ccc(Cl)cc1)c1ccc(Cl)cc1	x	0.3%	1.9%	1.7%	x	0.2%	-7.0%	10.2%	5.0%	-4.5%	-1.0%
CC(=O)c1c(C(C)=O)c(C)n(-c2nc(-c3ccccc3)c(C)s2)c1C	x	-2.9%	-2.5%	-0.7%	x	-1.3%	7.3%	3.3%	-2.3%	1.4%	1.5%
C[C@H](NC(=O)/C(C#N)=C/c1ccc(O)c(O)c1)c1ccccc1	u	7.94µM*!	-8.1%&-11.4%&1.5%	-1.4%	u	1.0%&1.1%	u	0.251µM*	0.0%&-2.4%&-0.1%	4.4%&1.6%&3.1%	-2.0%
O=C(CSc1nnc(-c2ccco2)n1CC1CCCO1)c1ccc(F)cc1 (configuration not stated)	i	-3.4%	0.4%	-1.2%	i	-3.1%	-0.8%	-1.1%	-1.4%	2.3%	-1.0%
CC1CCC2C(C1)c1sc(=O)[nH]c1SC2(C)C (configuration not stated)	i	-9.0%	1.3%	-1.0%	i	-0.3%[57.5 µM]	10µM*	-29.0%	-2.7%	-1.9%	-1.5%
N=c1c2c(n(Cc3ccccc3)c3c1CCC3)CCC2	i	-0.5%	-3.0%	-0.3%	i	3.8%[1.84 µM]	u	14.9%	-0.1%	13.8%	-2.6%
S=c1nc2ccccc2c2nc(-c3ccccc3)[nH]n12	1.51e-08M*	-4.4%	-7.6%	0.6%	1.42e-08M*	-2.8%	26.2%	-6.4%	0.0%	-0.4%	-0.6%
C=CCSc1nc(C)c(CC(=O)OCC(C)C)c(=O)[nH]1	x	-0.5%	-9.8%	0.6%	x	-2.3%	4.9%	0.9%	-4.5%	3.3%	-3.5%
COc1cc(C2C3C(=O)N(Cc4ccccc4)C(=O)C3ON2c2ccccc2)cc(OC)c1O (configuration not stated)	i	-11.5%	2.8%	0.1%	i	0.0%[0.369 µM]	u	-26.2%	0.0%	x	-2.9%
O=[N+]([O-])c1ccc2c(c1)S(=O)c1ccccc1-2 (configuration not stated)	i	-1.2%[11 µM]	-9.9%[11.4 µM]	-2.9%[15.4 µM]	i	2.7%[9.22 µM]	0.5%[7.6 µM]	-1.0%[11.4 µM]	2.6%[9.22 µM]	-6.5%[9.17 µM]	0.0%[15.4 µM]
COc1ccc(N2CCN(c3nc(NC(C)(C)C)nc(N4CCCCC4)n3)CC2)cc1	i	u	-3.4%	-1.2%	i	-0.1%	-1.6%	-7.9%	-3.2%	2.4%	-3.0%
CCCS(=O)(=O)N1CCCC(C(=O)NCCN(Cc2ccccc2)C(C)C)C1 (configuration not stated)	i	-1.0%	-6.2%	-0.1%	i	-0.3%	0.4%	11.5%	0.0%	-8.4%	-1.0%
COCCCn1cnc2c(c1=O)c1nc3ccccc3nc1n2-c1ccccc1	4e-07M*	-1.9%	3.3%	-0.5%	5.38e-07M*	-0.1%	u	-3.7%	8.5%	11.1%	1.5%
CCN1CCN(C(=O)Cn2ncc3ccsc3c2=O)CC1	x	-4.3%	-4.4%	-0.6%	x	-1.3%	-2.8%	2.3%	0.0%	1.2%	-1.7%
COc1ccc(Cn2c(=O)[nH]c3cc(C(=O)NCCCN4CCCC4=O)ccc3c2=O)cc1	u	-4.0%	-4.9%	0.7%	u	-1.6%	-2.1%	8.4%	4.2%	1.9%	-1.8%
OCCNc1nc(C2CC2)nc2c1nnn2Cc1ccccc1Cl	i	-3.2%	-0.4%	1.1%	i	x	u	-4.4%	0.0%	0.0%	-1.8%
